# From PubChem BioAssay
# hERG WT inh – inhibitors of human wildtype KCNH2 potassium channel; 340,000 compounds, 0.37% hits; activity change, % at 1.84 µM; Q12809; U2OS, BacMam KCNH2, thallium flux FluxOr; hits give low values;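 active = maximum activity change below -70%; inconclusive = maximum activity change between -70% and -50%; inactive = maximum activity change above -50%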; also: % is scaled to controls: 0 for no effect and ±100 for the full control effect
#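 U2OS cells were transduced with wild-type KCNH2 virus (2.03 x 10^8 / mL) for 4 h at room temperature, then cultured overnight at 37 C. Thallium flux was read with FluxOr dye. Rate constants were normalized to DMSO controls.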
# CXXC DNA block – inhibitors of human MLL CXXC domain-DNA interaction; Q03164; MLL-CXXC / FITC-HOXA9 DNA fluorescence polarization; Potency, µM (titrated, usually from 115 µM), inactives show top-dose activity change, negative = inhibition, hits mostly inhibitors; 290,000 compounds, 0.037% hits; AID 2662; active = well fitted inhibition curve with a large enough effect in the polarisation, with a control signal flat, not every such curve was filed as active; inconclusive = small, poorly fitted or top-dose-only effect, or effect the other way, or a change in a side signal; inactive = no such curve, though single readings can be large or run the other way; the % refers to the polarisation; also: potency is read from the fitted curve at half-maximal effect
#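 Fluorescence polarization: 7 uM MLL-CXXC (stock) preincubated 5 min with compounds, then 50 nM fluorescein-HOX-A9 DNA (stock) added; 30 min ambient. Buffer 50 mM Tris-HCl pH 7.5, 50 mM NaCl, 1 mM DTT, 0.05% BSA.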
# Giardia kill – Giardia lamblia killing; Giardia lamblia trophozoite viability; activity change, % at 7.66 µM, hits read low; 340,000 compounds, 0.15% hits; AID 540267; in the data active = activity change below about -80%; inconclusive = between about -30% and that limit;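 also: parasites exposed to compound for two days anaerobically before the ATP read; % is scaled to controls: 0 for no effect and ±100 for the full control effect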
#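 Trophozoite viability was measured as ATP-dependent luminescence, read 15-30 min after reagent addition. Before that, parasites at 100 cells/well were exposed to compounds for 48 h, anaerobically, at 37 deg C.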
# KCNH2 3.1 block – KCNH2 3.1 (human) potassium channel inhibition; U2OS KCNH2 3.1, thallium flux FluxOr; hits give low values; activity change, % (tested at about 1.8 µM); 340,000 compounds, 0.95% hits; AID 720553;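 active = maximum activity change below -70%; inconclusive = maximum activity change from -70% to -50%; inactive = maximum activity change above -50%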;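 also: thallium influx rate constant from kinetic fluorescence after stimulation buffer; % is scaled to controls: 0 for no effect and ±100 for the full control effect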
#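 FluxOr-based Tl+ influx in U2OS cells transduced with KCNH2 3.1 virus; rate constants normalized to DMSO controls.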
# Menin MLL FP TR – displaces Texas Red mutant MLL peptide from human menin; Potency, µM (highest dose often 61.6 µM), for the others: at the highest dose FP activity change, negative = inhibition, actives largely listed as inhibitors; O00255; 270,000 compounds, 0.23% hits; Menin + Texas Red MLL mutant peptide, fluorescence polarization; active = well fitted inhibition curve with a large enough effect in the polarisation, with a control signal flat, not every such curve was filed as active; inconclusive = small, poorly fitted or top-dose-only effect, or effect the other way, or a change in a side signal; inactive = no such curve, though single readings can be large or run the other way; the % refers to the polarisation; also: potency is read from the fitted curve at half-maximal effect; % of control where 0% means no effect; many of its hits are not listed in these tables
# TRPV1 agonist – human TRPV1 agonism; Q8NER1; TRPV1-expressing cells, Fluo-8 calcium influx, agonist mode; activation, % at 8.33 µM; 320,000 compounds, 0.19% hits; in the data active = activation above about 80%; inconclusive = between about 30% and that limit; also: 0% is about no effect
#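 Cells expressing TRPV1 were dye-loaded with Fluo-8 and read kinetically: 10 s baseline, 3 min after compound (agonist portion), then 2 min after EC20 capsaicin (allosteric enhancer portion). Calcium-bound dye fluorescence at 480/520 nm.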
# B2AR arrestin – beta2AR (human) beta-arrestin recruitment activity | Potency, µM (titrated, usually from 46.1 µM), inactives show top-dose activation, actives largely listed as activators | 330,000 compounds, 0.02% hits | P07550 | beta-arrestin recruitment to beta2AR, cell-based reporter;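 also: potency is read from the fitted curve at half-maximal effect; 0% = DMSO controls and full agonism = EC100 isoproterenol or metaproterenol; nearly all actives have a fitted effect of over 65% in size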
# GALK inh – blocks human galactokinase activity | P51570 | Potency, µM (titrated, usually from 57.5 µM), inactives show at the top dose activity change, negative = inhibition, most hits filed as inhibitors | 270,000 compounds, 0.007% hits | AID 1868 | Purified GALK, Kinase-Glo residual ATP luminescence; also: potency is read from the fitted curve at half-maximal effect; % is scaled to controls: 0 for no effect and ±100 for the full control effect
# Target sequence (P51570 whole entry, looked up): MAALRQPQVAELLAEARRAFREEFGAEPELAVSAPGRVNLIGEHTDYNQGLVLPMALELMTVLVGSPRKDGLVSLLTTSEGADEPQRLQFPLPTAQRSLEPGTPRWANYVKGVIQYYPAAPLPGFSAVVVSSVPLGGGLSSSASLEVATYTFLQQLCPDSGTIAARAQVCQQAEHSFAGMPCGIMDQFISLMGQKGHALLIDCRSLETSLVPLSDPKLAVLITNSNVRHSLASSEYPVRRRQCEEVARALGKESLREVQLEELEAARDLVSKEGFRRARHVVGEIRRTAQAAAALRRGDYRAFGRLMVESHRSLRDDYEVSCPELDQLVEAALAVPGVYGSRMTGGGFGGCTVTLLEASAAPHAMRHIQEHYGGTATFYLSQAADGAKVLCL
#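 Quantitative HTS: GALK 5 nM, ATP 35 uM, galactose 100 uM, 1 h room temperature, then luciferase-based ATP detection.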
# PKM2 act – activators of human pyruvate kinase M2; P14618; purified PKM2, Kinase-Glo ATP luminescence, activation; response scale: 0% is enzyme alone, no compound; Potency, µM (doses to about 57.5 µM), for the others: at the top dose activation, most hits filed as activators; 260,000 compounds, 0.34% hits; also: potency is read from the fitted curve at half-maximal effect; % is scaled to controls: 0 for no effect and ±100 for the full control effect; nearly all actives have a fitted effect of over 55% in size
# Target sequence (P14618 whole entry, looked up): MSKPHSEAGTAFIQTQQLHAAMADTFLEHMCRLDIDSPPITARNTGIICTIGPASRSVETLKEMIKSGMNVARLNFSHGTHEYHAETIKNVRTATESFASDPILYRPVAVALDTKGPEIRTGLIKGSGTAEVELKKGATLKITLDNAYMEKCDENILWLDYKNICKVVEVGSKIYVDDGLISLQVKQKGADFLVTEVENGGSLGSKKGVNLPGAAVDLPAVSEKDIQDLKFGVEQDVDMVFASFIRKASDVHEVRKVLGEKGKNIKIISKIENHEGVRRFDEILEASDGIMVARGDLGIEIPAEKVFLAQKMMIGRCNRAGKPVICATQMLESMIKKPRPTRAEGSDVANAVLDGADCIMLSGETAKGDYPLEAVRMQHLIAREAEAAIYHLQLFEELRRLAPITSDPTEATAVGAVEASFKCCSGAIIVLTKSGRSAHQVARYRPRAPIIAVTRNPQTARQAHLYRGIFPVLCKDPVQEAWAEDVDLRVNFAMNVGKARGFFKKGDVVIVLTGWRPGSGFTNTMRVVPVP
#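 Kinase-Glo luminescence reports ATP generated from ADP (0.1 mM) and PEP (0.5 mM) by purified hPK-M2 after 1 h at room temperature, pH 7.2 imidazole buffer; intermediate enzyme activity allows detecting inhibitors and activators.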
# FBPA coupling cs – inhibits coupling enzyme system, counter-screen for aldolase hits; 290,000 compounds, 0.67% hits; AID 2472; coupling enzyme system counterscreen, AmpLite Red fluorescence; activity change, negative = inhibition, % at 58.2 µM, hits read low; in the data active = activity change below about -30%; also: % is scaled to controls: 0 for no effect and ±100 for the full control effect
#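 Activity here indicates interference with the coupling reaction, not aldolase inhibition. Compounds at 57.5 uM final met coupling enzymes for 10 min at RT; substrate and AmpLite Red detection followed, with a 525/598 nm fluorescence read after 20 min.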
# USP2a inh – inhibitors of human ubiquitin-specific protease USP2a | 330,000 compounds, 0.01% hits | Potency, µM (doses to about 38.3 µM), for the others: top-dose activity change, negative = inhibition, usual class: inhibitors | USP2 core, Ub-CHOP2 coupled fluorogenic reporter, 485/531;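 also: potency is read from the fitted curve at half-maximal effect; plate controls were DMSO wells for no effect and full inhibition by NEM control for full effect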
#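 USP2 core (10nM final) preincubated 30min RT with compound in 20mM Tris-HCl pH 8.0, 2mM CaCl2, 2mM beta-mercaptoethanol, 0.05% CHAPS; 25nM Ub-CHOP2 plus 25nM reporter substrate added, fluorescence (Ex485/Em531) read after 60min.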
# * marks the source's active call; other numbers are inactive results; i = inactive; ? = inconclusive; / = no result given; & = joins results of further samples; [ ] = another dose, or the depositor's remark. Unless noted, calls follow the shape of the dose curve; as a rule, active = well fitted curve in the direction sought with a large enough effect; inconclusive = small, poorly fitted or top-dose-only effect, or another doubt; inactive = no such curve, though single readings can be large; an effect the other way counts as inactive or inconclusive.
SMILES,hERG WT inh,CXXC DNA block,Giardia kill,KCNH2 3.1 block,Menin MLL FP TR,TRPV1 agonist,B2AR arrestin,GALK inh,PKM2 act,FBPA coupling cs,USP2a inh
CC(C)OCCCNC(=O)c1cc(Sc2ccc(F)cc2)nc2ccccc12,37.0,-1.2%,0.7,3.8,3.4%,22.4,0.2%,-0.7%,8.5%,0.2,2.2%
C[C@@H](CN1CCC[C@H]1CN1C(N)=NC[C@@H]1Cc1ccccc1)N1C[C@@H](Cc2ccccc2)N(CCCC2CCCC2)C1=N,-8.3,/,-10.4,-7.5,/,/,0.2%,/,/,/,-4.1%
O=C(c1sc2ccccc2c1Cl)N(Cc1ccco1)C1CCS(=O)(=O)C1 (stereo unspecified),2.3,-3.8%,1.3,3.2,-0.3%,15.9,-0.4%,1.5%,-0.1%,-0.8,-6.2%
COC(=O)C1CCN(C(=O)c2cc(-c3ccco3)nc3ccccc23)CC1,-18.3,/,-11.5,-7.2,/,/,-0.2%,/,/,/,?
Cc1[nH]nc2c1C(C(C)c1ccccc1)C(C#N)=C(N)O2 (stereo unspecified),1.0,4.5%,7.7,0.5,6.4%,0.7,-0.2%,-1.0%,2.1%,-2.0,1.0%
CCN(CC(=O)Nc1ccc(OC)cc1)C(=O)Cc1cccs1,0.0,/,5.1,-151.5*,/,-1.9,-0.1%,/,/,/,-0.3%
Cc1cc(-c2ccccc2)oc(=O)c1NC(=O)c1ccccc1,2.1,-9.3%,-8.5,0.0,-2.4%,4.4,-0.9%,-1.1%,-3.1%,4.3,-1.3%
CN=c1scc(-c2cccs2)n1/N=C/c1ccccc1O,-2.9,-0.5%,?,-2.6,-0.9%,4.9,-0.3%,3.0%,-11.4%,-4.2,-4.8%
C=C(C)CC(NCc1ccco1)c1ccc(OC)cc1 (stereo unspecified),-13.4,2.6%,-12.1,7.1,4.4%,-2.6,-0.3%,-1.2%,7.0%,0.8,0.6%
C=CCNC(=O)C1CCN(c2cc(C)nc(-c3ccccc3)n2)CC1,i,-7.5%,10.9,2.8,0.9%,14.6,0.2%,1.0%,1.6%,2.3,1.0%
O=C(CCCCCn1c(=S)[nH]c2ccsc2c1=O)NC1CCCCC1,-15.0,-7.0%,4.4,-14.5,-12.7%,2.5,0.0%,5.1%,13.9%[0.46 µM],0.4,-0.4%
CCn1c(C)nc2cc(C(=O)NNC(=O)Nc3ccc(Cl)cc3)ccc21,/,-2.0%,5.1,-5.9,6.5%,2.8,0.4%,9.5%,1.5%,3.2,0.8%
CC(C)(C)C1=Nn2c(nnc2C2CCCCC2)SC1,10.9,-4.4%,-7.6,2.3,-25.9%,-2.2,-0.7%,0.1%,3.0%,3.2,1.9%
CCO/C=C1/C(=O)N(C)C(=O)c2cc(OC)ccc21,-9.0,15.9%,13.0,-0.5,-4.9%,-3.1,-0.2%,-0.2%,-1.3%,-42.7*,-0.2%
COC(=O)c1sccc1NC(=O)CSc1cc(Cl)ccc1Cl,-3.2,-0.1%,4.1,-21.9,22.5%,-3.9,-1.5%,-1.0%,3.2%,0.1,-0.9%
COc1ccc(N(C(=O)c2ccncc2)S(=O)(=O)c2ccc(F)cc2)cc1,/,-1.0%,/,/,/,1.4,-0.3%,-4.4%,-1.5%,/,-1.1%
O=C(Nc1ccccn1)c1sc2cccc(F)c2c1Cl,-5.1,1.6%,?,6.6,-29.8%,3.7,0.1%,1.7%,-0.1%,0.9,2.1%
COc1cc(OC)c(OC)cc1CNC1CCCCCC1,10.0,4.3%,-11.9,6.5,?,-6.1,0.4%,2.3%,-13.7%,-3.3,-0.9%
Cc1c(C(C)O)nnn1-c1nonc1N (stereo unspecified),5.6,0.7%,-4.8,-13.3,12.9%,-2.6,-0.6%,0.5%,0.6%,1.1,1.5%
O=C(Nc1c(F)cc(F)cc1Br)c1cc(-c2ccc(O)cc2)on1,-13.3,5.4%,5.5,-11.0,-1.3%[11.7 µM],/,0.0%,1.1%,-2.9%,1.7,-10.3%
O=C(Nc1ccccc1)Nc1cc(OCC(F)(F)F)cc(OCC(F)(F)F)c1,-0.6,9.5%,10.1,-17.8,?,?,-0.1%,0.3%,-4.6%,-4.9,-1.4%
O=C(c1cnc2n(c1=O)CCS2)N1CCN(c2ccccc2Cl)CC1,/,-7.6%,/,/,-0.8%,7.8,4.8%,0.9%,1.9%,2.6,6.2%
CCOc1ccc(S(=O)(=O)N/N=C(\C)Cc2ccc(OC)cc2)cc1,-2.0,5.6%,-15.8,-5.1,-11.2%,5.1,-0.6%,2.7%,-7.3%,3.8,1.3%
CCOC(=O)c1c(NC(=O)c2cc(-c3ccc(O)cc3)on2)sc(C(C)=O)c1C,-2.2,9.2%,1.7,10.8,9.2%,1.6,-1.0%,/,15.6%,1.4,3.3%
O=C(/C=C/c1ccc(O)c(O)c1)NC(=O)c1ccccc1O,3.2,-25.7%,9.9,2.4,40.1%&21.9%[activator],0.3,-1.1%,/,8.9%,2.5&-0.5,-1.2%
O=C(COC(=O)c1cc(Br)ccc1O)Nc1ccc2c(c1)OCCO2,-0.1,/,13.2,2.9,/,14.4,-1.9%,/,/,/,4.3%
COc1ccc(/C=N/Nc2ncnc3sc4c(c23)CCCC4)cc1O,1.7,10.1%,43.2[activator],9.9,?,?,-1.6%,2.1%,2.4%,-2.2,2.3%
COc1ccccc1N1CCN(/N=C/c2ccc(C(=O)O)cc2)CC1,0.5,-2.2%,24.4,2.3,-22.7%,0.8,0.6%,-1.3%,/,-0.3,-0.8%
CCOC(=O)c1cnc(-n2cc(C)cn2)nc1Nc1ccccc1OC,-3.4,-6.4%,4.1,11.1,17.4%,19.6,0.5%,-1.5%,0.4%,-0.3,4.2%
Cc1nc(N2CCN(c3ccccc3)CC2)[nH]c(=O)c1Cc1ccccc1,-2.1,-22.6%,-16.6,3.3,-0.9%,-0.2,-1.1%,-2.1%,-7.4%,-0.4,0.5%
Fc1ccc(-c2csc(Nc3ccccn3)n2)cc1,-8.0,5.9%,-17.9,-5.4,?,11.4,0.4%,-8.7%,-11.4%,0.6,2.3%
NC(=O)[C@H]1CC2(CC(c3cccc(NC(=O)[C@H]4CCC(=O)N4)c3)=NO2)CN1C(=O)CC(c1ccccc1)c1ccccc1 (stereo partly specified),3.9,6.9%,4.9,2.3,/,-2.3,4.4%,0.6%,-0.5%,6.1,-11.3%
CC1(C)O[C@@H]2[C@H](O1)[C@@H](CO)O[C@H]2n1c(N2CCCCC2)nc2c(N)ncnc21,1.6,/,11.2,8.3,/,2.2,0.4%,/,/,/,0.2%
COc1ccc(S(=O)(=O)N2CCOCC2)cc1NC(=O)Cc1sc(C)nc1-c1ccc(F)cc1,-2.6,/,-6.1,3.5,/,-1.1,-0.4%,/,/,/,1.8%
C=CC[C@@H](CC(=O)N[C@@H](CO)Cc1ccccc1)C(=O)N[C@@H](COC(=O)[C@@H](CC=C)Cc1ccc(F)cc1)Cc1ccccc1,-2.0,/,-9.6,-6.5,/,/,0.0%,/,/,/,1.1%
CCN(CC(=O)Nc1c(F)cccc1F)C(=O)c1cc2ccccc2oc1=O,3.7,/,-0.9,7.2,/,-0.7,-0.9%,/,/,/,-0.7%
Cn1cccc1Cc1nnc(SCC(=O)NCCc2ccccc2)n1-c1ccc(F)cc1,-2.4,-1.8%,-0.3,-0.5,4.5%[11.7 µM],/,0.4%,0.7%,-0.3%,1.4,-3.5%
CCCCC1=CC2=CC(=O)C(C)(OC(=O)CC)C(=O)C2=CN1Cc1ccco1 (stereo unspecified),-5.1,-5.9%,-2.9,9.7,-2.6%[11.7 µM],-0.2,0.9%,0.9%,-1.5%[11.5 µM],-1.7&-15.4,-3.7%
O=C(O)/C=C/c1cn(Cc2ccccc2Cl)nc1-c1ccccc1,-15.9,-8.5%,-23.7,-4.7,/,13.8,-0.4%,-0.7%,1.8%,21.0,2.3%
Cc1cccc(CC(=O)Nc2cc(C)c3c(=O)oc4ccccc4c3n2)c1,-1.3,-18.1%,0.2,5.3,32.9%[activator],-1.9,-0.3%,-2.2%,-10.6%,0.8,1.3%

# These rows are one share of the data. The share of hits here may be higher or lower than overall.
